# ABCB6 inh MLPCN = inhibitors of human ABC transporter ABCB6; Q9NP58; K562-ABCB6 porphyrin accumulation, flow cytometry, 1 h; stronger effect = lower value; fluorescence ratio to DMSO, % at 10 µM; 360,000 compounds, 0.19% hits; AID 602162;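 active = fluorescence ratio to DMSO below 75%, the collection mean minus 3 SD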;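 also: signal is porphyrin accumulated inside mitochondria; 100% equals median channel fluorescence of DMSO control wells; lower ratio means ABCB6 inhibition with less porphyrin fluorescence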
# MC4R ag barr = activates human MC4R beta-arrestin recruitment; U2OS MC4R beta-arrestin complementation, luminescence; percent of melanotan II response, DMSO zero; activation, % at 8.9 µM; AID 540308; 360,000 compounds, 0.98% hits; P32245;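 active = activation above a per-plate cutoff, the mean activation of sample wells on that plate plus 3 SD, cut at about 8% in these data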
# Target sequence (P32245 whole entry, looked up): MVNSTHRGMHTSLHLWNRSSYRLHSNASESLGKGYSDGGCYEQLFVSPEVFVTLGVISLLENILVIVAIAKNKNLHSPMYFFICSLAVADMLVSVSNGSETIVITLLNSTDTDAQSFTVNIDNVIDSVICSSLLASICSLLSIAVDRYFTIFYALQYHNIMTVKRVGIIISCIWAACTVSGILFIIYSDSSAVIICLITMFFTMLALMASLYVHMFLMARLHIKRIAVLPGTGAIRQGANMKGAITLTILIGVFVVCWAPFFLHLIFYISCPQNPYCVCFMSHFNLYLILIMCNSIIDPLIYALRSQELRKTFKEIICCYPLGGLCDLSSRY
# SRC2 inh = human SRC2 (NCOA2) inhibition. Q15596. HEK293 GAL4-SRC2 luciferase reporter, luminescence. inhibition, % at 9 µM. 370,000 compounds, 0.17% hits. AID 651957;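 active = inhibition above the mean inhibition of all tested compounds plus 3 SD, set per campaign, cut at about 52% in these data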;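 also: 0% = DMSO treated cells and 100% = cells given Gossypol at 36 µM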
# MC4R antagonist = blocks human MC4R cAMP signaling; inhibition, % at 6.5 µM; P32245; MC4R-expressing cells, MTII-stimulated cAMP, LANCE TR-FRET; 360,000 compounds, 0.48% hits; AID 540295;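 active = inhibition above its plate's cutoff, the mean of tested wells on that plate plus 3 SD, cut at about 29% in these data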;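 also: 0% = Melanotan II alone and 100% = Melanotan II plus saturating MCL0020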
#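 Assay system: human MC4R-expressing U2OS cells; reagent: Melanotan II stimulation of cells; dosing: 6.5 µM single dose; timing: compound 30 min, challenge 1 h, detection 1 h; signal: TR-FRET cAMP assay; replicates: one well per compound, no replicates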
# m5-HT2A agonist = activates the mouse 5-HT2A serotonin receptor | P35363 | CHO-K1 mHTR2A beta-arrestin complementation, luminescence; percent of 30 µM serotonin response | activation, % at 7.6 µM | 360,000 compounds, 0.66% hits | AID 624169;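 active = activation above a run cutoff, the mean activation of all tested compounds plus 3 SD, cut at about 14% in these data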;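 also: 0% = plate median of compound wells and 100% = 30 µM serotonin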
# Target sequence (P35363 whole entry, looked up): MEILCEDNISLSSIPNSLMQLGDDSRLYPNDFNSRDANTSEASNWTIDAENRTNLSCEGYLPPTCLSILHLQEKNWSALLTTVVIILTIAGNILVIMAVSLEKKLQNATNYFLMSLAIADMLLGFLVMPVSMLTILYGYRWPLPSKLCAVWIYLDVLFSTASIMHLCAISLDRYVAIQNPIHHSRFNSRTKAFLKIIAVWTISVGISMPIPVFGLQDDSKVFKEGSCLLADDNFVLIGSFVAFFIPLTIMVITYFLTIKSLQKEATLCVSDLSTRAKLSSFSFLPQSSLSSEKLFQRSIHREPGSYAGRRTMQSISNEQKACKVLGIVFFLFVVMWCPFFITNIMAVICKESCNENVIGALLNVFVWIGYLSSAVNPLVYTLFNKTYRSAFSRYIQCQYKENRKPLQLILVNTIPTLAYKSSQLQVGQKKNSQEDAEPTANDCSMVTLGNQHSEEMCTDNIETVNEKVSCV
# Cardio protect = modulators protecting cardiomyocytes from myocardial damage; H9c2 cardiomyocytes, H2O2 injury protection, ATPLite, 2 h; protection from H2O2 cell death, % at 20 µM; 360,000 compounds, 0.63% hits; AID 588492;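 active = compounds giving at least 50% protection of heart cells from peroxide-induced death in the single-dose screen, raw or plate-pattern-corrected value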;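 also: 0% = DMSO wells with peroxide and 100% = DMSO wells without peroxide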
# ABHD5 PLIN5 PPI = blocks binding of human ABHD5 to perilipin-5. 360,000 compounds, 0.78% hits. Split G. princeps luciferase complementation, luminescence, 4 h. AID 602281. inhibition, % at 4 µM;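 active = inhibition above the mean inhibition across every tested compound plus 3 SD, cut at about 22% in these data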;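 also: 0% = DMSO only wells and the 100% control is not disclosed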
# NOD2 RIPK2 PPI = inhibitors of human NOD2-RIPK2 interaction; O43353; CHO BLA complementation NOD2-RIPK2, CCF4 ratio; inhibition, % at 4.98 µM; 360,000 compounds, 0.38% hits; in the data active = inhibition above about 21%;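 also: 0% = vehicle only and 100% = reference blocker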
# TLR9-MyD88 block = TLR9-MyD88 interaction inhibition; 340,000 compounds, 0.21% hits; CHO BLA complementation TLR9-MyD88, CCF4 FRET ratio; AID 504734; inhibition, % at 4.98 µM; Q9NR96+Q99836;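 active = inhibition above the mean over all tested compounds plus 3 SD, cut at about 21% in these data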;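 also: 0% = DMSO only wells and 100% = clavulanate BLA inhibitor control wells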
# N-glyco inh = blocks N-linked glycosylation in D54 reporter cells; D54 ERlucT glycosylation luciferase reporter, 24 h; percent of 100 nM tunicamycin response; reporter increase, % at 12.5 µM; 360,000 compounds, 0.23% hits; AID 588692;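 active = mean luciferase reporter signal, scaled so untreated is 0 and the glycosylation-blocking control 100, at or above a set limit in every replicate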;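 also: luciferase carries N-glycosylation sites so blocking glycosylation raises the light; 0% = median of neutral control wells and 100% = median of 100 nM tunicamycin wells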
# Starred values were filed as active, the others as inactive; / = not tested or not shown. Only part of the results is shown. The share of hits here may be higher or lower than overall.
# Start of the data: the first 4 records, ahead of the listing:
(1) CC(C)(C)c1ccc(C(=O)c2cn[nH]c2-c2ccccc2O)cc1
(2) COc1ccc(NCC(=O)N/N=C/c2c(C)nn(Cc3ccccc3)c2Cl)cc1
(3) CCC(=O)N1CCc2cc(S(=O)(=O)NCCC(=O)Nc3ccc(OC)cc3)ccc21
(4) Cc1ccccc1NC(=O)Nc1cccs1

entry no.	1	2	3	4
ABCB6 inh MLPCN	100	92	106	113
MC4R ag barr	5.9	-2.9	-1.0	1.3
SRC2 inh	-89	-4	2	-3
MC4R antagonist	-3	-3	5	4
m5-HT2A agonist	-6	-4	-3	10
Cardio protect	-10	-2	-2	-25
ABHD5 PLIN5 PPI	-6	0	2	5
NOD2 RIPK2 PPI	10	-4	-5	0
TLR9-MyD88 block	8	6	-3	0
N-glyco inh	-4	1	2	1

# Main list, from the start:
(1) CC(C)(C)c1ccc(C(=O)c2cn[nH]c2-c2ccccc2O)cc1
(2) COc1ccc(NCC(=O)N/N=C/c2c(C)nn(Cc3ccccc3)c2Cl)cc1
(3) CCC(=O)N1CCc2cc(S(=O)(=O)NCCC(=O)Nc3ccc(OC)cc3)ccc21
(4) Cc1ccccc1NC(=O)Nc1cccs1
(5) Cc1cc(N2CCOCC2)nc(SCc2ccc(Cl)cc2Cl)n1
(6) Cc1ccc(NC(=O)CSCC(=O)Nc2cc(Cl)ccc2N2CCOCC2)cc1
(7) COc1cc(C(O)c2nc(-c3cc(F)cc(F)c3)cs2)ccc1F (stereo not given)
(8) Cc1cc(C)c(C(=O)COC(=O)c2ccc([N+](=O)[O-])o2)cc1C

entry no.	1	2	3	4	5	6	7	8
ABCB6 inh MLPCN	100	92	106	113	99	105	80	103
MC4R ag barr	5.9	-2.9	-1.0	1.3	-1.3	2.2	0.1	-1.1
SRC2 inh	-89	-4	2	-3	-26	12	13	-4
MC4R antagonist	-3	-3	5	4	-10	9	15	6
m5-HT2A agonist	-6	-4	-3	10	-8	3	-2	0
Cardio protect	-10	-2	-2	-25	-14	-2	-8	44
ABHD5 PLIN5 PPI	-6	0	2	5	-5	5	-12	1
NOD2 RIPK2 PPI	10	-4	-5	0	5	-10	-3	-5
TLR9-MyD88 block	8	6	-3	0	-6	-5	/	8
N-glyco inh	-4	1	2	1	-4	10	0	1

(9) COc1ccc(-c2cc(-c3n[nH]c(=S)n3-c3cc(OC)ccc3OC)[nH]n2)cc1
(10) O=C(NCc1cccnc1)c1cc(-c2ccccc2)on1
(11) CCCCc1c(O)nc(SCC(=O)c2ccccc2)n(-c2ccccc2C)c1=O
(12) COc1ccc(NC(=O)C2C3C=CC4(O3)C2C(=O)N(CCCN2CCCCC2)C4C(=O)NC2CCCC(C)C2C)cc1 (stereo not given)
(13) COc1ccc(Cn2c(SCc3ccc(C)cc3)nc3cc(OC)c(OC)cc3c2=N)cc1Cl
(14) Cc1cccc2cc(CNCc3ccccc3)c(Cl)nc12
(15) O=C(O)C(Cc1ccccc1[N+](=O)[O-])N1C(=O)c2ccccc2C1=O (stereo not given)
(16) C[C@H]1CN([C@@H](C)CO)C(=O)c2cccc(NC(=O)c3cnccn3)c2O[C@@H]1CN(C)C(=O)Nc1ccc2c(c1)OCO2

entry no.	9	10	11	12	13	14	15	16
ABCB6 inh MLPCN	102	102	100	98	94	98	98	96
MC4R ag barr	-0.1	-1.8	1.4	0.0	28*	-2.7	-1.1	-1.2
SRC2 inh	-1	-20	-19	-22	9	0	-16	-12
MC4R antagonist	1	-2	3	-9	-4	15	0	8
m5-HT2A agonist	-3	-5	4	-6	3	-7	5	-1
Cardio protect	-2	1	-3	-1	-23	-6	5	3
ABHD5 PLIN5 PPI	-15	-3	7	4	3	4	5	-4
NOD2 RIPK2 PPI	7	-6	0	-16	5	0	-8	-4
TLR9-MyD88 block	9	7	-3	-3	3	-7	-12	-2
N-glyco inh	2	1	1	1	-26	0	1	3

(17) N#Cc1cccc(C2CC(OCCF)=CC(=O)O2)c1 (stereo not given)
(18) O=C(O)c1ccccc1N(c1ccccc1)c1ccccc1
(19) CCOC(=O)N1CCN(CC(=O)Nc2cc(OCC)ccc2OCC)CC1
(20) CCN(C(C)=O)c1nc(CSc2nnc(NC(C)C)s2)cs1
(21) Cc1c(NC(=O)C2C3C=CC(C3)C2C(=O)O)c(=O)n(-c2ccccc2)n1C (stereo not given)
(22) Cc1ccc(S(=O)(=O)N(C)C)cc1NC(=O)COC(=O)c1ccc2ccccc2n1
(23) Cc1ccc(S(=O)(=O)N(CC(=O)N/N=C/c2cccc3c2OCCO3)c2ccccc2F)cc1
(24) COc1ccc(CN=C2NC(=O)CC(C(=O)Nc3ccc([N+](=O)[O-])cc3C)S2)cc1 (stereo not given)

entry no.	17	18	19	20	21	22	23	24
ABCB6 inh MLPCN	/	105	89	92	91	113	88	104
MC4R ag barr	/	0.9	0.5	-1.3	-1.2	-1.2	0.6	-0.2
SRC2 inh	-5	-1	10	-15	/	5	-28	-11
MC4R antagonist	/	8	-6	5	-7	4	1	-6
m5-HT2A agonist	1	2	0	9	1	-3	-3	-6
Cardio protect	/	2	10	3	14	-2	-18	1
ABHD5 PLIN5 PPI	7	-4	0	2	-2	9	5	-1
NOD2 RIPK2 PPI	-4	2	-8	-6	-2	6	1	1
TLR9-MyD88 block	/	/	-4	4	-2	-9	-2	7
N-glyco inh	/	2	-3	-2	1	0	-4	-2

(25) CC1=NN(C(=O)COc2ccc(C)c(C)c2)C(O)(c2ccc(Cl)cc2)C1 (stereo not given)
(26) CCCN(CC1CC1)C(=S)Nc1ccc(C(C)=O)cc1
(27) c1ccc(-c2ccn3nnnc3n2)cc1
(28) CCOC(=O)Cc1csc(SCc2nc3ccccc3c(=O)[nH]2)n1
(29) COc1ccc(C2c3ccc4ccccc4c3Oc3ncn(CCCO)c(=N)c32)cc1OC (stereo not given)
(30) Cc1ccc(S(=O)(=O)N2CCOCC2)cc1NC(=O)CSc1nnc2n1CCCCC2
(31) Cn1cc[n+](C)c1COc1ccc(C=O)cc1
(32) CN1CCN(C(=O)c2ccc3c(c2)N(Cc2ccc(F)cc2)C(=O)c2ccccc2S3=O)CC1 (stereo not given)

entry no.	25	26	27	28	29	30	31	32
ABCB6 inh MLPCN	97	93	84	96	106	105	102	104
MC4R ag barr	6.4	0.9	-1.0	-1.4	2.1	-2.0	-1.1	1.4
SRC2 inh	-25	4	-36	-6	4	18	-6	-1
MC4R antagonist	6	7	5	19	5	4	2	12
m5-HT2A agonist	2	-4	-1	5	4	-7	2	-19
Cardio protect	-1	10	-6	16	0	4	2	-1
ABHD5 PLIN5 PPI	9	3	0	-5	3	-5	4	6
NOD2 RIPK2 PPI	-13	2	2	1	2	2	-4	-5
TLR9-MyD88 block	12	-3	9	-3	-7	0	12	-4
N-glyco inh	0	2	-1	1	1	2	-3	0

(33) CN(C)C(CNC(=O)c1ccc(S(=O)(=O)NCc2ccco2)cc1)c1ccccc1 (stereo not given)
(34) CC(C)OCCCNC(=O)C1CCC(=O)N1C1CCCC1 (stereo not given)
(35) Cc1cccc[n+]1CCCCCCCCCC[n+]1ccccc1C
(36) CCCc1cc(=O)oc2cc(OCC(=O)NCc3ccccn3)ccc12
(37) CCOC(=O)/C=C(\C)N1N=C(c2ccccc2)CC1c1ccccc1 (stereo not given)
(38) CCOC(=O)C1(CC2CC2)CCN(C(=O)c2cc(OC)nc3ccccc23)CC1
(39) Cc1ccc(CN2C(=O)CSC2c2cccnc2)cc1 (stereo not given)
(40) O=S(=O)(N=C(NS(=O)(=O)c1ccc(Cl)cc1)c1ccccc1)c1ccc(Cl)cc1

entry no.	33	34	35	36	37	38	39	40
ABCB6 inh MLPCN	98	102	97	99	101	96	95	97
MC4R ag barr	-1.3	-1.6	0.5	-1.7	-2.2	-3.4	4.1	-0.6
SRC2 inh	-7	-11	7	9	-22	-45	3	4
MC4R antagonist	-7	10	1	0	-5	1	11	1
m5-HT2A agonist	-1	-2	1	7	20*	0	3	-3
Cardio protect	-5	1	-8	-4	19	4	-2	-2
ABHD5 PLIN5 PPI	3	-3	3	0	4	0	9	3
NOD2 RIPK2 PPI	-1	-7	-9	3	2	0	-2	-8
TLR9-MyD88 block	-4	-3	10	8	8	-4	0	-12
N-glyco inh	-2	3	0	2	0	-4	1	0

(41) COc1ccc(NS(=O)(=O)c2cccc(C(=O)NCCCN3CCOCC3)c2)cc1
(42) COc1cccc(Nc2nc(C(N)Cc3ccc(Cl)cc3)cs2)n1 (stereo not given)
(43) COc1ccc(C(=O)CSc2nc(C)cc(=O)[nH]2)cc1C
(44) Cn1ncc(N=Cc2ccc([N+](=O)[O-])cc2)c1C(=O)N1CCOCC1
(45) COC(=O)[C@]12CCCCC=C1N(Cc1ccco1)C(=O)[C@H](CC(=O)NCCCN1CCCC1=O)C2
(46) COc1ccc(/C=N/OCC(=O)Nc2ccc3c(c2)OCO3)c(OC)c1
(47) Cc1cc(C)c(S(=O)(=O)N2CCN(C(=O)CC(C)n3nc(C)nc3C)CC2)c(C)c1 (stereo not given)
(48) O=C(NCc1ccccc1C(F)(F)F)C1CC(c2cc(C(F)(F)F)cc(C(F)(F)F)c2)=NO1 (stereo not given)

entry no.	41	42	43	44	45	46	47	48
ABCB6 inh MLPCN	90	98	102	99	100	103	123	96
MC4R ag barr	-3.0	15*	-1.3	-1.8	/	-0.1	-0.7	1.9
SRC2 inh	-3	11	-18	-1	-10	-13	-7	-2
MC4R antagonist	10	-6	13	5	/	12	11	7
m5-HT2A agonist	-4	1	0	6	1	-3	-9	6
Cardio protect	-3	-13	-4	2	/	-9	12	-12
ABHD5 PLIN5 PPI	-2	-9	-8	-5	3	3	6	-3
NOD2 RIPK2 PPI	-4	-3	1	-1	-12	0	-2	-1
TLR9-MyD88 block	-9	/	-14	-12	/	1	-7	4
N-glyco inh	-1	-7	2	1	/	2	0	-3

(49) COc1ccc(NC(=O)c2ccccc2CC[N+](=O)[O-])cc1
(50) Cc1ccc(/C=C/c2onc(C)c2S(=O)(=O)N2CCC(C(=O)N3CCCCC3)CC2)cc1
(51) C=CCc1c(C)nc(C)nc1N/N=C/c1ccc(F)cc1
(52) CC(=O)N1C(=O)/C(=C2\SC(=S)N(c3c(C)n(C)n(-c4ccccc4)c3=O)C2=O)c2ccccc21
(53) Clc1ccc2scc(CN3CCCC3)c2c1
(54) COc1cc(/C=N/N=C(/N)c2nonc2N)cc(Br)c1OCc1ccccc1C

entry no.	49	50	51	52	53	54
ABCB6 inh MLPCN	101	99	99	101	103	91
MC4R ag barr	-1.4	0.4	-1.1	-0.3	-0.8	16*
SRC2 inh	-31	-5	-37	9	7	10
MC4R antagonist	-3	-4	6	-2	14	25
m5-HT2A agonist	2	1	-2	6	-8	-4
Cardio protect	4	23	-4	17	3	-17
ABHD5 PLIN5 PPI	6	-3	-3	-14	-12	-4
NOD2 RIPK2 PPI	-10	1	8	-5	-2	2
TLR9-MyD88 block	7	7	-2	-11	2	-2
N-glyco inh	-1	0	0	-2	-2	-2

# Source: PubChem BioAssay (several laboratories)
